Apoferritin bind: candidate novel general anesthetic via apoferritin binding; apoferritin/1-aminoanthracene competitive binding, fluorescence; Potency, µM (doses to about 77.5 µM), without a hit: top-dose activity change, negative = displacement, actives largely listed as inhibitors; hit rate 0.074% among 350,000; also: potency is read from the fitted curve at half-maximal effect; % is scaled to controls: 0 for no effect and ±100 for the full control effect; nearly all actives have a fitted effect of over 20% in size
Target sequence (P02791 2-175 limits assumed): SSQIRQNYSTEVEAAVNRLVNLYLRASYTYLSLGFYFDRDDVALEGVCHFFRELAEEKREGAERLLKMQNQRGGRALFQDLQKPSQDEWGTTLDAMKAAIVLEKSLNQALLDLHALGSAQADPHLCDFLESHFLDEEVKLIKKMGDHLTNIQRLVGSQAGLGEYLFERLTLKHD
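In PBS, apoferritin at 10 uM is loaded with 1-AMA from a 50% saturated solution. After 10 min of compound exposure at ambient temperature, reduced 535 nm fluorescence indicates probe displacement.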
BLM helicase inh: Bloom syndrome helicase (human) inhibition | Potency, µM (highest dose often 56.1 µM), for the others: at the highest dose activity change, negative = inhibition, most hits filed as inhibitors | recombinant BLM DNA unwinding, fluorescence dequenching | P54132 | hit rate 0.2% among 350,000;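 also: potency is read from the fitted curve at half-maximal effect; plate controls were vehicle for no effect and no enzyme for full effect; nearly all actives have a fitted effect of over 35% in size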
RXFP1 antag: antagonists of human relaxin receptor RXFP1. hit rate 0.59% among 350,000. HEK293-RXFP1, relaxin-stimulated cAMP HTRF, 30 min; active compounds read low. activity change, negative = inhibition, % at 57.5 µM;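 active = activity change of -60% or lower, but not beyond a set lower limit; inconclusive = change between -60% and -40%, or beyond the set limit; inactive = change above -40%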; also: % is scaled to controls: 0 for no effect and ±100 for the full control effect
Pol beta inh: DNA polymerase beta (human) inhibition; P06746; Pol beta primer extension/strand displacement, fluorescence kinetic; Potency, µM (series often up to 114 µM), inactives show at the highest dose activity change, negative = inhibition, actives largely listed as inhibitors; hit rate 1.3% among 340,000; AID 485314; also: potency is read from the fitted curve at half-maximal effect; % is scaled to controls: 0 for no effect and ±100 for the full control effect
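Pol beta (10 nM) was preincubated with compound for 15 min at room temperature. The reaction was then started with 50 nM substrate and read immediately and after a further 10 min at room temperature.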
Pol iota inh: DNA polymerase iota (human) inhibition | Q9UNA4 | Pol iota fluorescent replication assay, 10 min | Potency, µM (series often up to 115 µM), for inactives: top-dose activity, negative = inhibition, actives largely listed as inhibitors | hit rate 1% among 390,000 | AID 588590; also: potency is read from the fitted curve at half-maximal effect
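Pol iota at 10 nM preincubated 15 min with compounds at room temperature; reaction started with fluorescent substrate, 50 nM final. Fluorescence read kinetically at 0 and 10 min; buffer-only wells as negative control.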
POLH inh: blocks human DNA polymerase eta activity; recombinant Pol eta, fluorescent DNA replication assay; Potency, µM (series often up to 114 µM), for inactives: top-dose activity change, negative = inhibition, hits mostly inhibitors; hit rate 1.2% among 390,000; AID 588591; also: potency is read from the fitted curve at half-maximal effect; % is scaled to controls: 0 for no effect and ±100 for the full control effect
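Pol eta (10 nM) was preincubated with compounds for 15 min at room temperature, after which fluorescent replication substrate (50 nM final) was added to start the reaction. Fluorescence was read kinetically at 0 and 10 min.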
POLK inh: blocks human DNA polymerase kappa activity | purified Pol kappa, fluorescent DNA synthesis assay, 10 min | AID 588579 | Potency, µM (doses to about 107 µM), for the others: top-dose activity, negative = inhibition, usual class: inhibitors | Q9UBT6 | hit rate 0.53% among 400,000; also: potency is read from the fitted curve at half-maximal effect; % is scaled to controls: 0 for no effect and ±100 for the full control effect
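Activity was followed as the change in fluorescence between reads at 0 and 10 min after starting the reaction with 50 nM substrate. Beforehand, 10 nM polymerase had been preincubated with compound for 15 min at room temperature.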
APE1 inh: APE1 (human) endonuclease inhibition; recombinant APE1, TAMRA/BHQ-2 abasic DNA cleavage fluorescence; Potency, µM (highest dose often 65.8 µM), inactives show at the top dose activity change, negative = inhibition, usual class: inhibitors; hit rate 0.35% among 350,000;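 also: potency is read from the fitted curve at half-maximal effect; plate controls were vehicle for no effect and reference inhibitor for full effect; nearly all actives have a fitted effect of over 55% in size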
Target sequence (P27695 whole entry, looked up): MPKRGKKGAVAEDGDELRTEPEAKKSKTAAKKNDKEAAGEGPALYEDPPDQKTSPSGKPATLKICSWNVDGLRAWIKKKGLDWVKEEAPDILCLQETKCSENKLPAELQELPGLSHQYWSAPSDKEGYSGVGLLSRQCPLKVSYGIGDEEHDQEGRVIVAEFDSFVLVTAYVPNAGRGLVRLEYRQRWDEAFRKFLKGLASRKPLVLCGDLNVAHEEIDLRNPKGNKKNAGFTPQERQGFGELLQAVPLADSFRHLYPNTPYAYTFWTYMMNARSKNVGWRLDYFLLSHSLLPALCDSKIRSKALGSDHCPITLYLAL
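Endonuclease cleavage of a quenched abasic-site DNA duplex (50 nM) by APE1 (0.75 nM) was tracked by TAMRA dequenching. Compounds were preincubated with enzyme 15 min at room temperature; data normalized to buffer-only and DMSO wells plus NSC13755 control.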
PGK inhibitor: T. brucei PGK inhibition; AID 602233; hit rate 0.043% among 380,000; P07378; PGK/GAPDH coupled, Kinase-Glo luminescence, 60 min; Potency, µM (doses to about 57.5 µM), for inactives: at the top dose activity change, negative = inhibition, usual class: inhibitors; also: potency is read from the fitted curve at half-maximal effect; % is scaled to controls: 0 for no effect and ±100 for the full control effect; nearly all actives have a fitted effect of over 60% in size
Target sequence (P07378 whole entry, looked up): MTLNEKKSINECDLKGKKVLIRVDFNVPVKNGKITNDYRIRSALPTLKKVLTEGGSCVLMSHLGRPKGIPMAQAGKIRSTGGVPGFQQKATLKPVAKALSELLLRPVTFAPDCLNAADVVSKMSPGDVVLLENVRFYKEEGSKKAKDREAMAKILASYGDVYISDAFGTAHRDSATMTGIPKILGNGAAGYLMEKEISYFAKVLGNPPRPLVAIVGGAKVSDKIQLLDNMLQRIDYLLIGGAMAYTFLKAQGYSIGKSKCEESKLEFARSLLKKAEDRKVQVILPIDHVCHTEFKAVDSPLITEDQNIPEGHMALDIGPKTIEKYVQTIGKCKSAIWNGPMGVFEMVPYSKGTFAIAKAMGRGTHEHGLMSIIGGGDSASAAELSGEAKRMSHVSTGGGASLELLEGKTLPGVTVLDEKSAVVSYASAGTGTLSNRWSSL
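Recombinant glycosomal PGK reaction used 1,3-bisphosphoglycerate generated in-well by GAPDH (100nM final) in 100mM TEA pH 7.6, 5mM MgCl2, 0.01% Tween-20. After 60 minutes at room temperature, ATP was read by Kinase-Glo Plus luminescence end-point.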
* = called active by the depositor; i = inactive; ? = inconclusive; . = not tested or not shown; & = joins results of further samples; [ ] = remark or other dose. Unless noted, calls follow the shape of the dose curve; as a rule, active = well fitted curve in the direction sought with a large enough effect; inconclusive = small, poorly fitted or top-dose-only effect, or another doubt; inactive = no such curve, though single readings can be large; an effect the other way counts as inactive or inconclusive. Not all compounds are listed. The share of hits here may be higher or lower than overall.

The first ten entries as a preview:
#	Molecule	Apoferritin bind	BLM helicase inh	RXFP1 antag	Pol beta inh	Pol iota inh	POLH inh	POLK inh	APE1 inh	PGK inhibitor
1	CN(CCNC(=O)CCNC(=O)Cn1ccc2ccccc2c1=O)Cc1ccccc1	-7%	2%	-6	19%	19%	-11%	-1%	-1%	8%
2	Cc1ccc(C)c(N2N=C(C(=O)Nc3ccccc3N3CCCC3)CCC2=O)c1	?	-9%	-29	-3%	-22%	-29%	-5%	46%[activator]	i
3	CC(=O)N=c1ncn(CC(COC(C)=O)OC(C)=O)c2nc[nH]c12 (stereo not drawn)	-9%	0%	-3	20%	-11%	-8%	8%	-1%	i
4	O=C(Nc1cccc(F)c1)NC1CCCCC1	-8%	6%	0	6%	8%	4%	-4%	-7%	0%
5	O=C(O)CSc1nc(C(F)(F)F)cc(=O)n1-c1ccccc1	-5%	1%	-1	44%[activator]	8%	-12%	4%	-1%	-10%
6	CCOC(=O)N1CCN(C(=O)CSCC(=O)Nc2nc(-c3cccs3)cs2)CC1	-18%	5%	-5	9%	16%	-4%	-16%	-4%	-10%
7	Cc1nn(Cc2nnc(SCC(=O)Nc3cccc(C(F)(F)F)c3)n2C)c(C)c1[N+](=O)[O-]	-16%	-1%	7	27%	96%[activator]	-3%	-2%	-1%	0%
8	NC(=O)NNC1=Nc2cccc3cccc1c23	-13%	-5%	-20	-1%	180%[activator]	-18%	-6%	3%	-9%
9	O=C(NCC(c1ccco1)N1CCCC1)c1sc2cc(F)ccc2c1Cl (stereo not drawn)	.	.	-4	.	?	-11%	5%	5%	i
10	Cc1cccc(NC(=O)CC2c3ccccc3Oc3ccccc32)c1	-16%	4%	-1	29%	2%	-8%	-5%	7%	10%

The list itself, previewed entries included:
#	Molecule	Apoferritin bind	BLM helicase inh	RXFP1 antag	Pol beta inh	Pol iota inh	POLH inh	POLK inh	APE1 inh	PGK inhibitor
1	CN(CCNC(=O)CCNC(=O)Cn1ccc2ccccc2c1=O)Cc1ccccc1	-7%	2%	-6	19%	19%	-11%	-1%	-1%	8%
2	Cc1ccc(C)c(N2N=C(C(=O)Nc3ccccc3N3CCCC3)CCC2=O)c1	?	-9%	-29	-3%	-22%	-29%	-5%	46%[activator]	i
3	CC(=O)N=c1ncn(CC(COC(C)=O)OC(C)=O)c2nc[nH]c12 (stereo not drawn)	-9%	0%	-3	20%	-11%	-8%	8%	-1%	i
4	O=C(Nc1cccc(F)c1)NC1CCCCC1	-8%	6%	0	6%	8%	4%	-4%	-7%	0%
5	O=C(O)CSc1nc(C(F)(F)F)cc(=O)n1-c1ccccc1	-5%	1%	-1	44%[activator]	8%	-12%	4%	-1%	-10%
6	CCOC(=O)N1CCN(C(=O)CSCC(=O)Nc2nc(-c3cccs3)cs2)CC1	-18%	5%	-5	9%	16%	-4%	-16%	-4%	-10%
7	Cc1nn(Cc2nnc(SCC(=O)Nc3cccc(C(F)(F)F)c3)n2C)c(C)c1[N+](=O)[O-]	-16%	-1%	7	27%	96%[activator]	-3%	-2%	-1%	0%
8	NC(=O)NNC1=Nc2cccc3cccc1c23	-13%	-5%	-20	-1%	180%[activator]	-18%	-6%	3%	-9%
9	O=C(NCC(c1ccco1)N1CCCC1)c1sc2cc(F)ccc2c1Cl (stereo not drawn)	.	.	-4	.	?	-11%	5%	5%	i
10	Cc1cccc(NC(=O)CC2c3ccccc3Oc3ccccc32)c1	-16%	4%	-1	29%	2%	-8%	-5%	7%	10%
11	Cc1c(/C=N/O)sc2ccccc12	?	2%	-11	0%	39%[activator]	-20%	-2%	-3%	-5%
12	C=CCc1cccc2cc(C(=O)O)c(=O)oc12	-7%	2%	-8	18%	13%	1%	0%	3%	-9%
13	Cc1ccc(NC(=O)COC(=O)Cn2c(C)csc2=O)c([N+](=O)[O-])c1	.	.	-3	.	10%	-19%	-2%	8%	i
14	CC1CCN(S(=O)(=O)c2cccc(C(=O)Oc3ccc([N+](=O)[O-])cc3)c2)CC1	-8%	-3%	-2	16%	19%	-3%	-10%	7%	-6%
15	CCCCN1C(=O)NC(NS(=O)(=O)c2ccc(N)cc2)(C(F)(F)F)C1=O (stereo not drawn)	0%	-2%	7	1%	26%	-10%	-4%	3%	14%
16	O=C(Nc1ccccc1F)c1ccc(Br)o1	-19%[110 µM]	-2%[75.6 µM]	.	-11%	2%	-10%	-9%&-9%	?	5%
17	Cc1cc(N/N=C/c2ccc(O)cc2O)c2ccccc2n1	-13%	-3%	-8	3%	-14%	-13%	-1%	35%	i
18	CC(=O)N1CCN(C(=O)c2ccc(Oc3ccccc3)cc2)CC1	-7%	-5%	-8	1%	11%	-7%	-1%	-5%	i
19	Cc1cc(Cl)ccc1OCC(=O)NCCCN1CCOCC1	-8%	0%	-3	18%	-10%	-12%	8%	4%	-9%
20	Cc1cc2ccccc2n1CCNC(=O)c1cccs1	-12%	0%	3	-1%	-27%	-5%	-13%	-4%	-9%
21	CC1CCC2(CC1)NC(=O)N(Cc1cccc(C(F)(F)F)c1)C2=O (stereo not drawn)	?	-1%	-18	9%	11%	-12%	-6%	-1%	-7%
22	O=C(N/N=C/c1ccccn1)C12CC3CC(CC(C3)C1)C2	-21%	2%	0	35%	6%	1%	-6%	16%	i
23	COc1ccc(N2CCN(C(=O)c3cc4c(-c5cccc(OC)c5)nn(C)c4s3)CC2)cc1	-3%	-9%	8	-11%	?	-5%	-17%	-7%	1%
24	CCOC(=O)C1=C(CN2CCSCC2)NC(=O)NC1c1cccc([N+](=O)[O-])c1 (stereo not drawn)	-22%	1%	-6	-1%	15%	-9%	-4%	15%	6%
25	COc1ccc(CCNC(=O)CSc2nc3[nH]ncc3c(=O)[nH]2)cc1OC	0%	-2%	-12	5%	76%[activator]	-5%	1%	-2%	1%
26	CC1CCC(NC(=O)COC(=O)C2=NN(c3ccccc3)C(=O)CC2)CC1 (stereo not drawn)	.	.	-5	.	-15%	-12%	8%	4%	-7%
27	CCC(C)NS(=O)(=O)c1ccc(S(=O)(=O)N2CCCC3(CCCCC3)C2)cc1 (stereo not drawn)	-14%	-12%	-14	2%	7%	-9%	-8%	-5%	-5%
28	CC(NC(=O)c1ccc(F)cc1)c1ccc(F)cc1 (stereo not drawn)	-6%	4%	-3	8%	8%	-18%	-4%	2%	0%
29	O=C(NCCC1CCCCN1S(=O)(=O)c1ccccc1)C(=O)Nc1ccccc1F (stereo not drawn)	.	.	-7	.	14%	-14%	-1%	28%	i
30	CCCN(Cc1ccc(N(CC)CC)cc1)CC1CC1	2%	1%	-12	1%	11%	-17%	-2%	-3%	-1%[11.5 µM]
31	COc1ccc(CCNC(=O)CSc2nc3ccccc3o2)cc1OC	-8%	-1%	6	4%	23%	-12%	-2%	6%	4%
32	Cc1oc(-c2ccccc2F)nc1CS(=O)CC(=O)NC(C)C (stereo not drawn)	-6%	2%	-1	?	-10%	-13%	-12%	.	-12%
33	CC(C)Cc1nc(C(N)=O)c2[nH]c(=O)n(-c3ccc(F)cc3)c2n1	-7%	-6%	.	22%	15%	-2%	-4%	12%	5%
34	COCCn1c(SC(C)C(=O)Nc2ccc(Cl)cn2)nnc1-c1ccncc1 (stereo not drawn)	-4%	-1%	-4	-5%	121%[activator]	-18%	6%	5%	5%
35	CCc1ccc(Nc2nnc(SCC(=O)N(C)C3CCS(=O)(=O)C3)s2)cc1 (stereo not drawn)	-3%	-1%	12	-1%	-7%	0%	-12%	2%	8%
36	CCOC(=O)Cc1csc(NC(=O)C(C)c2ccc([N+](=O)[O-])cc2)n1 (stereo not drawn)	-17%	-3%	4	1%	55%[activator]	-3%	-15%	10%	1%
37	O=C(Nc1nccs1)c1ccc(Cl)s1	-16%	2%	.	2%	3%	-1%	-4%	-5%	1%
38	CCN(CC)c1ccc(NS(=O)(=O)c2ccc3c(c2)CCCN3C(C)=O)c(C)c1	-7%	-2%	-9	1%	26%	-16%	-6%[60.1 µM]	.	-3%
39	COc1cccc(NCc2cc3c(C(C)(C)C)nn(-c4ccccc4)c3[nH]c2=O)c1	-22%	-15%	14	11%	-18%	-14%	-19%	-11%	.
40	O=c1c(F)cn(C2CCCO2)c(=O)n1Cc1c(Cl)cccc1Cl (stereo not drawn)	?	1%	-17	-13%	-2%[58.9 µM]	-14%	-12%	3%	i
41	Cc1cccc(NC(=O)CS(=O)(=O)c2nc(-c3ccccc3)cn2-c2cccc(Cl)c2)c1C	-15%	-9%	-19	-17%	-9%	-18%	-6%	.	i
42	Cc1cnc(C(=O)OCC(=O)NC2CCCCCCC2)cn1	?	1%	9	3%	8%	-7%	-6%	0%	2%
43	COc1ccc(NC(=O)c2ccc(N(C)S(C)(=O)=O)cc2)cc1OC	12%	-2%	-2	4%	30%	6%	-5%	15%	.
44	C=C(C)Cn1c(SCC(=O)c2ccc(OC)cc2)nc2sc3c(c2c1=O)CCCC3	7%	-3%	-4	20%	?	-6%	?	.	-2%
45	S=C(NCc1ccccc1)NC1CCSc2ccccc21 (stereo not drawn)	-4%	-5%	-12	1%	18%	-10%	-8%	-6%	-2%
46	Brc1cccc(Nc2nc(-c3cccnc3)cs2)c1	-10%	-8%	-2	56%	35%[activator]	-18%	-16%	-6%	i
47	COc1ccc(/C=C/C(=O)NCC(=O)N/N=C/c2cccs2)cc1	-9%	-5%	-4	?	-28%	?	-24%	21%	-8%
48	CC(=O)Nc1ccccc1OCc1nnc(-c2ccccc2Cl)o1	-5%	-2%	5	-17%	106%[activator]	-22%	-2%	?	-1%
49	CC(NC(=O)C(=O)NN=C1CCCCCC1)c1ccccc1 (stereo not drawn)	-20%	0%	-5	49%	5%	11%	-4%	-1%	5%

Compound activity: PubChem, National Center for Advancing Translational Sciences (NCATS)
